Bioassay records deposited in PubChem by several laboratories.
NR2F2 inh = inhibitors of human COUP-TFII (NR2F2); P24468; HEK293T NGFI-A luciferase reporter, luminescence; inhibition, % at 8.6 µM; 370,000 tested, 0.7% active; AID 686940;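 active = inhibition above a per-plate cutoff, mean inhibition of test wells between control levels plus 3 SD, cut at about 38% in these data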;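 note: cells cotransfected with COUP-TFII expression vector driving the NGFI-A reporter; 0% = median of COUP-TF2 test wells and 100% = reporter-only cells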
TROY NFkB inh = inhibitors of TROY-dependent NF-kB signaling; Q293 LMP1-TROYcd NF-kB luciferase reporter, 4 h; inhibition, % at 10 µM; 360,000 tested, 0.98% active;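 active = compounds whose plate-normalised and pattern-corrected inhibition of the luciferase reporter signal at the single screening dose is 50% or more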
TLR9-MyD88 block = blocks human TLR9 binding to MyD88; Q9NR96+Q99836; CHO BLA complementation TLR9-MyD88, CCF4 FRET ratio; inhibition, % at 4.98 µM; 340,000 tested, 0.21% active;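 active = inhibition above the mean over all tested compounds plus 3 SD, cut at about 21% in these data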;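 note: 0% = DMSO only wells and 100% = clavulanate BLA inhibitor control wells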
TWEAK-Fn14 inh = inhibitors of TWEAK-Fn14 interaction signaling; AID 1159606; 360,000 tested, 2% active; inhibition, % at 10 µM; TWEAK-stimulated Fn14 reporter cells, luciferase luminescence, 8 h; in the data active = inhibition above about 50%
TRAIL sens C8 = sensitizes caspase-8 expressing cells to TRAIL. NB7+C8 cells + TRAIL, ATPlite viability luminescence. inhibition (viability loss, TRAIL sensitization), % at 10 µM. 360,000 tested, 1% active;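 active = compounds causing at least 50% loss of cell viability in the single-dose screen, relative to plate controls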
NOD2 RIPK2 PPI = NOD2-RIPK2 protein interaction inhibition | O43353 | inhibition, % at 4.98 µM | 360,000 tested, 0.38% active | CHO BLA complementation NOD2-RIPK2, CCF4 ratio; in the data active = inhibition above about 21%;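 note: 0% = vehicle only and 100% = reference blocker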
SRC3 inh = inhibits human SRC3 coactivator; Q9Y6Q9; inhibition, % at 3.6 µM; 360,000 tested, 0.17% active; HEK293 GAL4-SRC3 luciferase reporter, luminescence;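 active = inhibition above a per-campaign cutoff, the mean of all compounds plus 3 SD, cut at about 60% in these data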;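 note: 0% = DMSO-treated cells and 100% = gossypol-treated cells at 36 µM; higher means less SRC3-driven luciferase light from the GAL4 reporter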
Target sequence (Q9Y6Q9 whole entry, looked up, the tested form may be a part): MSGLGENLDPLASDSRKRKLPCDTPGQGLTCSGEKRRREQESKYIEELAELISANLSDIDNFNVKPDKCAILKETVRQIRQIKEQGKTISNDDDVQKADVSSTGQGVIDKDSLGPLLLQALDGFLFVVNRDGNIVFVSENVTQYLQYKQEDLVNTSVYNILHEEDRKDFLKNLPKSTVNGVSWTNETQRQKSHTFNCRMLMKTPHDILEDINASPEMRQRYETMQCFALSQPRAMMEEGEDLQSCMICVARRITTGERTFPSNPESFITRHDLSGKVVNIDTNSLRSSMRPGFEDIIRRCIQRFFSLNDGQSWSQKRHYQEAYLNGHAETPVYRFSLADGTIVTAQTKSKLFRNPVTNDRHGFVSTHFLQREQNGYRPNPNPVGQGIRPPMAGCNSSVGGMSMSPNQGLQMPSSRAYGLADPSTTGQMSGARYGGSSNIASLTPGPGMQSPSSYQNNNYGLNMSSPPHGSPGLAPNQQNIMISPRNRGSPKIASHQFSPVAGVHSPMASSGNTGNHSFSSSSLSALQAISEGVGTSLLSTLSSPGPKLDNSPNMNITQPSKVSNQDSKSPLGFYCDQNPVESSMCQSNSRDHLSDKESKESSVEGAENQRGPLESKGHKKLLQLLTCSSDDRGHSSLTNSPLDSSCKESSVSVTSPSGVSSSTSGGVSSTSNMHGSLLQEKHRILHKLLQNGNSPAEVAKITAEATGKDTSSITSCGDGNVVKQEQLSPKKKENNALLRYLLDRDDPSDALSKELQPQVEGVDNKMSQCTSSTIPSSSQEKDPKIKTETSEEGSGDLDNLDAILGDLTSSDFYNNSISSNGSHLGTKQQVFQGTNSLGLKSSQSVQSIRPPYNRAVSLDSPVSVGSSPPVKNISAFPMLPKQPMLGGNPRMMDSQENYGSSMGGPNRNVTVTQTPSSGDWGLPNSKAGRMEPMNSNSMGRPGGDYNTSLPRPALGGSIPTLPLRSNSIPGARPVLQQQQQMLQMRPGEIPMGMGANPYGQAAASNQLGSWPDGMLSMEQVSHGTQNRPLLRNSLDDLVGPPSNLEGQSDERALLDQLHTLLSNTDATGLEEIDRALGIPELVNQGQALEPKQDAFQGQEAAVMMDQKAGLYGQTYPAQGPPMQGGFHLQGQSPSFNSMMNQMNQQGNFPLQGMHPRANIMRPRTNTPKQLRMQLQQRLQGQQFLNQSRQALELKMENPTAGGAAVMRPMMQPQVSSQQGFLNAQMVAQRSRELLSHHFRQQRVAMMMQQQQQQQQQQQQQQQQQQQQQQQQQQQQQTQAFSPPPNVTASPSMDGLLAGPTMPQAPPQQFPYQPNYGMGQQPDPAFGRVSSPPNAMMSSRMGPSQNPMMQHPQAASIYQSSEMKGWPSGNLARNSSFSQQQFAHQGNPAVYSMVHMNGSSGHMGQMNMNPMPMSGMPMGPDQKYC
NCOA1 inh = inhibits human SRC1 coactivator; Q15788; 360,000 tested, 0.12% active; inhibition, % at 3.6 µM; HEK293 GAL4-SRC1 luciferase reporter, luminescence;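 active = inhibition above the campaign mean plus 3 SD, with each screening campaign given its own cutoff, cut at about 60% in these data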;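 note: 0% = DMSO treated cells and 100% = gossypol at 36 µM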
LRH-1 inv ag = inverse agonists of human LRH-1 (NR5A2); O00482; HEK293T StAR-luciferase reporter, LRH-1 transfected, 24 h; inhibition, % at 3.6 µM; 360,000 tested, 0.13% active; AID 602396;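 active = inhibition above the mean inhibition of all tested compounds plus 3 SD, cut at about 73% in these data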;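 note: 0% = DMSO wells and 100% = reporter-only cells lacking LRH-1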
SRC2 inh = inhibits human steroid receptor coactivator 2 | Q15596 | HEK293 GAL4-SRC2 luciferase reporter, luminescence | inhibition, % at 9 µM | 370,000 tested, 0.17% active | AID 651957;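 active = inhibition above the mean inhibition of all tested compounds plus 3 SD, set per campaign, cut at about 52% in these data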;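 note: 0% = DMSO treated cells and 100% = cells given Gossypol at 36 µM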
EBV LMP1 NFkB = inhibitors of Epstein-Barr LMP1-induced NF-kappaB reporter; 350,000 tested, 0.69% active; inhibition, % at 12.5 µM; LMP1-induced NF-kappaB luciferase reporter cells, luminescence; in the data active = inhibition above about 41%; inconclusive = no clear call, values can overlap the other calls;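 note: 0% = neutral control wells and 100% = reference inhibitor control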
* hit, by the source's call; ? = inconclusive.

item	mol	NR2F2 inh	TROY NFkB inh	TLR9-MyD88 block	TWEAK-Fn14 inh	TRAIL sens C8	NOD2 RIPK2 PPI
1	CCCOc1ccc(C2C(C(=O)c3ccc(C)o3)=C(O)C(=O)N2Cc2ccco2)cc1OCC (stereo unspecified)	0	-3	-2	21	-24	3
2	CCOc1ccc(N(C(C)C(=O)N/N=C(\C)C(C)(C)C)S(C)(=O)=O)cc1 (stereo unspecified)	0	-20	-1	14	-10	-5
3	C=CCn1c2ccccc2c2nnc(SCC(=O)OCN3C(=O)c4ccccc4C3=O)nc21	8	-43	-2	-7	-10	-8
4	O=C(Nc1ccc(Br)cc1)c1csc(-c2ccncc2)n1	7	16	-8	35	-3	3
5	O=C(NC1CCCCC1)C(c1ccc2ncccc2c1)N(Cc1ccccc1)C(=O)c1cccs1 (stereo unspecified)	4	5	-1	-1	3	10
6	CCOC(=O)CC(=O)CSc1nc(C)cc(C)c1C#N	15	11	9	8	8	2
7	Cc1nc(N)sc1-c1nnc(SCC(=O)Nc2nccs2)n1C	-1	-2	6	1	-2	-9
8	O=C(CN1CCOCC1)N1CCCc2ccccc21	14	11	4	-3	3	-8

item	SRC3 inh	NCOA1 inh	LRH-1 inv ag	SRC2 inh	EBV LMP1 NFkB
1	1	-18	20	-14	10
2	22	-17	3	15	6
3	6	8	0	0	1
4	-14	0	-6	-4	-6
5	4	-6	-4	9	3
6	1	-6	17	15	0
7	20	13	-1	4	-3
8	9	1	6	-9	0

Another view of 6 compounds above:
The line under a structure holds: NR2F2 inh, TROY NFkB inh, TLR9-MyD88 block, TWEAK-Fn14 inh, TRAIL sens C8, NOD2 RIPK2 PPI, SRC3 inh, NCOA1 inh, LRH-1 inv ag, SRC2 inh, EBV LMP1 NFkB
#4 O=C(Nc1ccc(Br)cc1)c1csc(-c2ccncc2)n1
  7, 16, -8, 35, -3, 3, -14, 0, -6, -4, -6
#6 CCOC(=O)CC(=O)CSc1nc(C)cc(C)c1C#N
  15, 11, 9, 8, 8, 2, 1, -6, 17, 15, 0
#5 O=C(NC1CCCCC1)C(c1ccc2ncccc2c1)N(Cc1ccccc1)C(=O)c1cccs1 (stereo unspecified)
  4, 5, -1, -1, 3, 10, 4, -6, -4, 9, 3
#2 CCOc1ccc(N(C(C)C(=O)N/N=C(\C)C(C)(C)C)S(C)(=O)=O)cc1 (stereo unspecified)
  0, -20, -1, 14, -10, -5, 22, -17, 3, 15, 6
#1 CCCOc1ccc(C2C(C(=O)c3ccc(C)o3)=C(O)C(=O)N2Cc2ccco2)cc1OCC (stereo unspecified)
  0, -3, -2, 21, -24, 3, 1, -18, 20, -14, 10
#8 O=C(CN1CCOCC1)N1CCCc2ccccc21
  14, 11, 4, -3, 3, -8, 9, 1, 6, -9, 0

(list continues)
item	mol	NR2F2 inh	TROY NFkB inh	TLR9-MyD88 block	TWEAK-Fn14 inh	TRAIL sens C8	NOD2 RIPK2 PPI
9	O=C(O)CC(Cc1ccccc1)C(=O)Nc1ccc([N+](=O)[O-])cc1 (stereo unspecified)	-2	-11	-9	-14	-13	-1
10	O=C(O)CCC(=O)Nc1ccc(OCC2CCCO2)cc1 (stereo unspecified)	-13	4	-9	10	3	-10
11	O=C(Nc1ccccc1C(=O)N1CCCC1)c1ncoc1-c1cccc(Cl)c1	7	1	1	15	14	9
12	Cc1ccc(CCC(=O)Nc2ccc(C)c(C)c2)o1	-5	-30	-2	-1	-7	-6
13	O=C(CSc1nc(=O)n(CCCN2CCOCC2)c2c1CCCC2)Nc1ccc(F)cc1	-3	-19	-4	-16	13	-1
14	CCOc1ccccc1CNc1nc2ccccc2n1C	-7	22	-13	-1	3	8
15	O=C(C1CC(=O)N(c2ccccc2)C1)N1CCCCCC1 (stereo unspecified)	0	-24	4	-12	-3	-10
16	O=C(CCCCCn1c(=S)[nH]c2ccc(N3CCOCC3)cc2c1=O)NCc1ccccc1	28	22	3	-14	-3	-6

item	SRC3 inh	NCOA1 inh	LRH-1 inv ag	SRC2 inh	EBV LMP1 NFkB
9	-1	16	-1	19	1
10	5	11	-1	15	-6
11	-14	-1	-4	4	-13
12	-16	0	-9	3	-2
13	-10	-8	-10	-38	-12
14	0	6	10	4	2
15	3	-36	8	-5	-4
16	6	1	-8	11	7

Continuation:
item	mol	NR2F2 inh	TROY NFkB inh	TLR9-MyD88 block	TWEAK-Fn14 inh	TRAIL sens C8	NOD2 RIPK2 PPI
17	C/C(=N\NC(=O)c1cccc(Br)c1)c1ccccn1	-1	-40	-3	-61	47	-14
18	CCOC(=O)c1ccc(-n2ccnc2)c(NC(=O)c2ccc(C(C)(C)C)cc2)c1	23	10	-18	7	4	-5
19	Cc1c(C(=O)NC2CCS(=O)(=O)C2)oc2ccccc12 (stereo unspecified)	-7	-4	-9	-4	1	-5
20	O=c1[nH]c2ccc(S(=O)(=O)N3CCCCC3)cc2s1	3	-5	0	1	-3	2
21	C=CCN1C(=O)c2ccc(C(=O)OCC(=O)N(CC)c3c(N)n(Cc4ccccc4)c(=O)[nH]c3=O)cc2C1=O	-17	-11	-5	6	7	8
22	S=c1nc(Cc2ccccc2)[nH]c2ccccc12	-8	10	2	-12	5	-8
23	COc1ccc(CNC(=O)c2cccc(S(=O)(=O)N3CCN(c4ccc(F)cc4)CC3)c2)cc1	-5	16	-15	29	6	-3
24	COc1ccc(Br)cc1/C=N/Nc1ccccn1	-6	-14	8	11	17	8

item	SRC3 inh	NCOA1 inh	LRH-1 inv ag	SRC2 inh	EBV LMP1 NFkB
17	-29	-30	-78	-34	71*
18	7	2	2	2	4
19	14	9	-9	-17	-5
20	-3	-1	0	4	1
21	6	-4	5	-8	-6
22	22	6	-13	9	3
23	-1	7	-1	23	8
24	-20	-39	14	3	-10

(further entries)
item	mol	NR2F2 inh	TROY NFkB inh	TLR9-MyD88 block	TWEAK-Fn14 inh	TRAIL sens C8	NOD2 RIPK2 PPI
25	O=C1NC(=S)CN1c1ccccc1	-9	-6	5	11	-20	-6
26	S=c1[nH]nc(COc2ccccc2)n1/N=C/c1cccc(Cl)c1Cl	-3	23	8	-12	-2	-7
27	CCCCNC(=O)c1ccc2c(c1)ncn2C1CCCCC1	1	-13	-8	-28	1	2
28	COc1cc(Cl)ccc1NC(=S)N(CCN(C)C)C(C)c1ccncc1 (stereo unspecified)	9	-6	-1	-1	-4	-15
29	CCCNC(=O)CSc1nnc(-c2ccc(F)cc2)o1	1	-21	2	9	5	0
30	O=C(NC1CCCCC1)C(c1cccs1)N(C(=O)c1ccco1)c1ccc2c(c1)OCCO2 (stereo unspecified)	-1	-8	2	42	-8	7
31	CCOC(=O)C1CCN(S(=O)(=O)c2ccc3c(c2)NC(=O)C(C)S3)CC1 (stereo unspecified)	6	3	1	15	-4	-3
32	CCOc1ccc(/C=C2/SC(=S)N(n3c(C)ccc3C)C2=O)cc1	7	-19	-2	-1	50*	-5

item	SRC3 inh	NCOA1 inh	LRH-1 inv ag	SRC2 inh	EBV LMP1 NFkB
25	7	-32	1	-3	6
26	15	-13	17	4	1
27	13	-9	-9	-10	?
28	14	-1	8	23	-2
29	3	-13	-1	5	10
30	14	-10	-5	-2	4
31	16	10	20	9	21
32	-12	0	-24	-13	-1

Additional results.
item	mol	NR2F2 inh	TROY NFkB inh	TLR9-MyD88 block	TWEAK-Fn14 inh	TRAIL sens C8	NOD2 RIPK2 PPI
33	O=C(CCNC(=O)c1ccco1)Nc1ccccc1	12	1	4	14	12	-3
34	CC(c1ccccc1F)n1cc(C(=O)NCCCn2ccnc2)nn1 (stereo unspecified)	-1	2	5	-8	2	-6
35	CC(C)N(C(=O)/C=C/c1cccc([N+](=O)[O-])c1)C(C)C	0	13	1	-19	2	-13
36	Cc1cccc(C)c1N1CCN(C(=O)Cn2cncn2)CC1	20	-12	-4	16	4	-8
37	COc1ccccc1NC(=O)C1CCCN(c2nc(C)cc(C)n2)C1 (stereo unspecified)	-11	-17	-4	-14	-11	7
38	CCCCCC(=O)Nc1cccc(C2=NOC3(C2)C[C@@H](C(N)=O)N(C(=O)c2cc([N+](=O)[O-])cc([N+](=O)[O-])c2)C3)c1 (stereo partly specified)	-11	-14	3	-11	2	-10
39	CC(NC(=O)c1cccc(S(=O)(=O)N(C)C)c1)c1nc2ccccc2[nH]1 (stereo unspecified)	3	-4	8	11	-9	-18
40	O=C(/C=C/c1cccc(O)c1)c1cccnc1	-11	15	-2	1	0	6

item	SRC3 inh	NCOA1 inh	LRH-1 inv ag	SRC2 inh	EBV LMP1 NFkB
33	-24	-5	1	-3	-24
34	1	-3	17	14	0
35	13	4	23	12	-8
36	16	13	-4	12	-1
37	-1	-4	8	8	2
38	-10	5	-27	1	6
39	16	-16	15	-4	-3
40	16	8	5	17	-6

The listing continues:
item	mol	NR2F2 inh	TROY NFkB inh	TLR9-MyD88 block	TWEAK-Fn14 inh	TRAIL sens C8	NOD2 RIPK2 PPI
41	COC(=O)c1ccccc1NC(=O)c1cc(C2CC2)on1	-1	-14	-3	-37	13	-33
42	CCCCCCCCSc1nnc(-c2ccc(OC)cc2)o1	-15	-33	2	-1	5	-3
43	O=C(NCc1ccccc1)c1ccccc1C(=O)c1ncc[nH]1	12	5	5	6	-9	-12
44	CC(C(=O)Nc1ccccc1Oc1ccccc1)c1ccccc1 (stereo unspecified)	9	14	1	1	-10	3
45	O=C(c1cc(F)ccc1F)C1CCCN(C(=O)c2ccc(F)cc2Cl)C1 (stereo unspecified)	32	1	7	3	11	-1
46	CCCS(=O)(=O)N1CCC(C(=O)N2CCCC2)CC1	4	-5	7	-2	-10	2
47	Cc1ccc(S(=O)(=O)c2cc3cc(Br)ccc3oc2=O)cc1	6	-16	4	80*	-5	-8
48	O=C(Nc1ccccc1)OCCNC1CCCCC1	-12	7	-2	4	-8	-1

item	SRC3 inh	NCOA1 inh	LRH-1 inv ag	SRC2 inh	EBV LMP1 NFkB
41	-10	-8	-9	4	-10
42	-12	-11	9	2	-15
43	18	-18	9	3	1
44	-8	11	-1	-3	-11
45	17	2	-6	19	4
46	-8	12	-13	-15	-4
47	13	-7	13	-13	-5
48	3	1	6	7	7

More records.
item	mol	NR2F2 inh	TROY NFkB inh	TLR9-MyD88 block	TWEAK-Fn14 inh	TRAIL sens C8	NOD2 RIPK2 PPI
49	Cn1c(=O)n(C)c2cc(NC(=O)c3ccc(F)cc3)c(Br)cc21	-6	-11	-5	-1	-7	7
50	CCc1oc2ccccc2c1C(=O)c1cc(Br)c(O)c(Br)c1	4	52*	2	-29	-4	7
51	O=C(C1CCC(=O)N(C2CC2)C1)N1CCC(Oc2cccc(C(F)(F)F)c2)CC1 (stereo unspecified)	-8	2	3	-16	9	-8
52	COC(=O)C(C)Oc1ccc(Cl)c(CN2OCC(C)(C)C2=O)c1 (stereo unspecified)	4	10	-2	-12	-9	-9
53	CCN(N=Nc1cccc([N+](=O)[O-])c1)c1cccc([N+](=O)[O-])c1	-10	-30	-1	-13	-14	-13
54	O=C(NCCC1=CCCCC1)C1CCC(CNc2c(N3CCCC3)c(=O)c2=O)CC1 (stereo unspecified)	4	5	7	-15	-1	-4

item	SRC3 inh	NCOA1 inh	LRH-1 inv ag	SRC2 inh	EBV LMP1 NFkB
49	16	-28	-3	-15	-7
50	-11	-2	-10	9	12
51	2	-3	-16	-10	0
52	14	3	17	-19	3
53	18	10	-11	-5	4
54	-3	-3	-5	-10	-5

This is a subset; rates above refer to the full screens.
